Screens deposited in PubChem by National Center for Advancing Translational Sciences (NCATS).
HTT ATP protect – Huntington cell model cytoprotection by ATP luminescence. AID 1471. Potency, µM (highest dose often 56.4 µM), without a hit: cytoprotection (ATP increase), actives largely listed as activators. PC12 HTT-Q103 induced, cytoprotection, ATP luminescence, 40 h. actives 0.14% (n = 230,000);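 also: % of control where 0% means no effect; nearly all actives have a fitted effect of over 45% in size; toxic huntingtin expression switched on by the ecdysone agonist tebufenozide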
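Stable PC12 Q103-GFP cells in serum-supplemented, phenol red-free DMEM; induction by tebufenozide at 100 nM final; compound dose series; cell viability quantified luminescently from ATP.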
GLA spleen mod – inhibits or activates alpha-galactosidase in human spleen homogenate; P06280; human spleen homogenate, 4MU-alpha-Gal fluorescence, 40 min; Potency, µM (highest dose often 80 µM), for inactives: at the highest dose activity change, negative = inhibition, actives largely listed as inhibitors; actives 0.008% (n = 240,000);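 also: 0% = enzyme with vehicle and -100% = no enzyme basal signal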
Target sequence (P06280 32-429 limits assumed): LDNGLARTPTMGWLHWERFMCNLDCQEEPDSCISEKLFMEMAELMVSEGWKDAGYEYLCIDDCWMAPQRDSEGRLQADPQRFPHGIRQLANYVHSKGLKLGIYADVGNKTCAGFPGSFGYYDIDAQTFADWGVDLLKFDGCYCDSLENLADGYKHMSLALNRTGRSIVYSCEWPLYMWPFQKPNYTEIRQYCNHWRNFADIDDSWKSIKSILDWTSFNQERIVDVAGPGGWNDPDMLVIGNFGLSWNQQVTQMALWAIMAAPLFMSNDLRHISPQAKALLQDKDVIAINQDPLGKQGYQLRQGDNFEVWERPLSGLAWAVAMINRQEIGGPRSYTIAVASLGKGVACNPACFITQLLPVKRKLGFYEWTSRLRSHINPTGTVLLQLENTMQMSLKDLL
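Human spleen homogenate (1 ug) as enzyme source, 4-methylumbelliferyl-alpha-D-galactopyranoside 1 mM final, citrate/phosphate pH 5.0 with 0.01% Tween-20. Compounds 40 min at 37C, NaOH/glycine stop; fluorescence Ex 365/Em 440, Hill-fit AC50.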
GAA inhib – alpha-glucosidase (human) inhibition | P10253 | purified human GAA, 4-MU-alpha-glucoside fluorescence | Potency, µM (series often up to 76.9 µM), inactives show top-dose activity change, negative = inhibition, most hits filed as inhibitors | actives 0.005% (n = 200,000) | AID 1466;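 also: plate controls were uninhibited enzyme wells for no effect and no-enzyme background for full effect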
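Human enzyme at 4 nM with 400 uM 4-methylumbelliferyl-alpha-D-pyranoside, citrate/phosphate buffer pH 5.0, 0.005% Tween-20, 20 min at room temperature. Compounds up to 77 uM. 4-MU fluorescence (Ex 365/Em 440) read after NaOH/glycine stop; AC50 from Hill fit.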
Tau fibril FP – inhibitors of human tau fibril formation; Potency, µM (doses to about 57.7 µM), without a hit: at the highest dose activity, negative = inhibition, hits mostly inhibitors; actives 0.39% (n = 280,000); P10636; K18 P301L tau heparin fibrillization, Alexa594 FP, 6 h; also: % is scaled to controls: 0 for no effect and ±100 for the full control effect; nearly all actives have a fitted effect of over 55% in size
Target sequence (P10636 561-689 P618L limits assumed): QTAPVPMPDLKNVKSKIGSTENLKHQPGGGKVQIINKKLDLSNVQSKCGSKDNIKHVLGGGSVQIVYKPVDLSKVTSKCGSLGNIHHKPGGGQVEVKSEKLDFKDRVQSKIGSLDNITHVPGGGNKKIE
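Heparin (20 uM) drove fibril formation of recombinant tau K18 P301L, 15 uM unlabeled with 0.24 uM Alexa 594 label, for 6 hr at 37 C in 100 mM sodium acetate pH 7. Fluorescence polarization (555/632 nm) read 1 hr after 30 uM ThT.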
GAA glycogen – inhibitors or activators of human alpha-glucosidase glycogen cleavage. recombinant GAA, glycogen substrate, Amplex Red glucose oxidase fluorescence. Potency, µM (doses to about 76.4 µM), inactives show at the highest dose activity change, negative = inhibition, actives largely listed as inhibitors. AID 2100. actives 0.38% (n = 300,000);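 also: 0% = full enzyme reaction and -100% = no-enzyme basal signal; the screen sought inhibitors and activators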
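Recombinant human enzyme (4 nM); glycogen substrate; 37 C, 40 min, pH 5.0. Readout: coupled glucose oxidase/Amplex Red fluorescence.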
Tau ThT inhib – blocks human tau fibril formation measured by thioflavin T | P10636 | recombinant tau K18 P301L, heparin-induced fibrillization, ThT fluorescence | Potency, µM (series often up to 57.4 µM), for inactives: at the top dose activity, negative = inhibition, most hits filed as inhibitors | actives 2.1% (n = 270,000); also: % is scaled to controls: 0 for no effect and ±100 for the full control effect; nearly all actives have a fitted effect of over 55% in size
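Recombinant human tau K18 fragment […] carrying P301L, 15 uM unlabeled plus 0.24 uM Alexa 594-labeled, was fibrillized with 20 uM heparin in 100 mM sodium acetate pH 7 for 6 hr at 37 C; 30 uM ThT fluorescence read after 1 hr.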
aGlu spleen mod – lysosomal alpha-glucosidase (human) modulation; P10253; human spleen homogenate, 4-MU-alpha-glucoside fluorescence; Potency, µM (doses to about 79.9 µM), without a hit: top-dose activity change, negative = inhibition, actives largely listed as inhibitors; actives 0.006% (n = 240,000); AID 2112;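 also: 0% = enzyme with vehicle and -100% = no enzyme basal signal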
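Compounds were titrated against alpha-glucosidase in spleen homogenate at pH 5.0, with 1 mM 4-methylumbelliferyl substrate for 40 min at 37 C. Reactions were quenched with pH 10 NaOH/glycine and fluorescence measured.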
Tau fluor counter – counter-screen for tau fibril formation inhibitors; AID 1463; Potency, µM (doses to about 57.7 µM), for the others: top-dose activity change, negative = decrease; actives 0.93% (n = 280,000); tau K18 P301L Alexa594 fluorescence, heparin fibrillization; also: % is scaled to controls: 0 for no effect and ±100 for the full control effect; nearly all actives have a fitted effect of over 55% in size
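Human tau K18 P301L (15 uM unlabeled, 0.24 uM Alexa 594-labeled) in 100 mM sodium acetate pH 7 with 20 uM heparin, 6 hr at 37 C. ThT 30 uM added, 1 hr ambient; Alexa 594 FP and total fluorescence read at 555/632 nm.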
* marks the source's active call; other numbers are inactive results; ? = inconclusive; nt = not tested or not shown; & = joins results of further samples; [ ] = dose if it differs, or a comment. Calls follow the shape of the dose curve; as a rule, active = well fitted curve in the direction sought with a large enough effect; inconclusive = small, poorly fitted or top-dose-only effect, or another doubt; inactive = no such curve, though single readings can be large; an effect the other way counts as inactive or inconclusive. Potency is read from the fitted curve at half-maximal effect.

structure	HTT ATP protect	GLA spleen mod	GAA inhib	Tau fibril FP	GAA glycogen	Tau ThT inhib	aGlu spleen mod	Tau fluor counter
Cc1cc(C)nc(NS(=O)(=O)c2ccc(NC(=O)c3cccc(N4C(=O)CCC4=O)c3)cc2)n1	5%[10 µM]	-11%	-1%	-6%	11%	3%	-7%	2%
Cc1ccc(C(=O)C2=C(O)C(=O)N(c3ncccn3)C2c2ccc(Br)cc2)o1 (configuration not stated)	-9%[10 µM]	6%	nt	-1%	-3%	nt	0%	-5%
COc1cccc(/C=N/n2c(C)nc3ccccc3c2=O)c1O	-9%[0.074 µM]	0%	-10%	2%	0%	-19%	-3%	-4%
COC(=O)c1ccc(OCC(O)CN2C(=O)NC(C)(C)C2=O)cc1 (configuration not stated)	7%	-1%	-2%	?	2%	?	1%	-16%
CCN(CC)c1ccc(C(=O)NN)cc1	-20%	1%	-9%	2%	?	-1%	3%	-5%
O=S1(=O)CCC(NC(=S)SCc2ccccc2Br)C1 (configuration not stated)	-31%[inhibitor]	8%	-12%	5%	-11%	-16%	3%	-10%
COc1ccc2nc(NC(=O)C3CCCN(S(=O)(=O)c4cccc5nsnc45)C3)sc2c1 (configuration not stated)	11%[10 µM]	-6%	-5%	6%	-3%	-17%	-10%	-21%
COc1ccc(Br)cc1C(=O)Nc1cccc(C)c1C	-8%[10 µM]	-3%	1%	2%	6%	3%	4%	6%
COCCCN(C(=O)c1cccnc1SC)c1c(N)n(Cc2ccccc2)c(=O)[nH]c1=O	9%	10%	-5%	2%	-14%	4%	2%	4%
O=C(CN(c1ccc(F)cc1)S(=O)(=O)c1ccc2c(c1)OCCO2)Nc1cccnc1	-6%	11%	-5%	-9%	-48%	1%	7%	-10%
CN(C)C=NC(=O)c1cc(C(=O)c2ccccc2Cl)c[nH]1	6%[10 µM]	-8%	-9%	-1%	-29%	-1%	0%	3%
CCOC(=O)C1CCCCN1Cc1ccccc1C(F)(F)F (configuration not stated)	-4%[0.074 µM]	4%	-9%	5%	-9%	8%	-2%	7%
Nc1nc2nn(-c3ccccc3)nc2c(=O)[nH]1	-7%[10 µM]	12%	nt	-1%	-6%	-5%	7%	-6%
COc1ccc(CCn2c(C(C)C)nc3c(c(=O)c4ccccc4n3C)c2=O)cc1	nt	-8%	?	-2%	-3%	?	-7%	-2%
S=c1[nH]nc(-c2ccncc2)n1/N=C/c1cn(-c2ccccc2)nc1-c1ccc(Cl)cc1	-64%[inhibitor][10 µM]	0%	nt	5%	1%	nt	-6%	-20%
O=C(NCCC1=CCCCC1)NC12CC3CC(CC(C3)C1)C2	-11%[10 µM]	4%	2%	3%	0%	-18%	-4%	-11%
CC(NC(=O)C(Cc1ccccc1)N1C(=O)C2C3CCC(C3)C2C1=O)c1ccccc1 (configuration not stated)	-13%	-12%	-28%	-2%	-2%	1%	-9%	-1%
Cc1sc2nc(SCC(=O)N3CCN(CCO)CC3)n(-c3ccccc3)c(=O)c2c1C	-12%	6%	?	2%	-10%	-3%	6%	-1%
CC(C)CNS(=O)(=O)c1ccc(NC(=O)Cn2nc(-c3ccc(F)cc3)ccc2=O)cc1	17%[10 µM]	5%	-8%	?	-6%	9%	-4%	?
CCNc1c(NC(C)=O)c(=O)oc2ccccc12	nt	0%	2%	3%	5%	-14%	2%	-10%
Cc1ccc(C(=O)N/N=C/C2=Cc3ccccc3OC2C)cc1 (configuration not stated)	-20%[10 µM]	14%	-15%	-10%	3%	?	2%	-23%
CCOC(=O)N1CCC(NC(=O)C(NS(=O)(=O)c2ccc3c(c2)CCN3C(=O)CC)C(C)C)CC1 (configuration not stated)	-23%	-1%	4%	3%	-5%	8%	2%	0%
CC1(NC(=O)N2CCOCC2)CCS(=O)(=O)C1 (configuration not stated)	21%	3%	4%	-3%	5%	3%	-3%	2%
CCCCOc1ccc(CSc2nncn2N)cc1	-28%	7%	2%	9%	-1%	-8%	0%	3%
CCN(CC)C(=O)Cn1cc(S(=O)(=O)CC(=O)NCc2ccc3c(c2)OCO3)c2ccccc21	-10%	-1%	1%	8%	-8%	-1%	-3%	3%
O=C(CC1C(=O)NCCN1Cc1cccc(Oc2ccccc2)c1)NCCc1ccncc1 (configuration not stated)	25%[10 µM]	1%	-3%	1%	0%	-13%	-2%	-12%
C/C(Cl)=C/CSc1nnc2n(N)c(=O)c3ccccc3n12	-3%	-4%	-7%	-4%	5%	-1%	-3%	-10%
O=C1[C@H]2[C@@H](C(=O)N1c1cc(Cl)cc(Cl)c1)[C@]1(C(=O)Nc3ccccc31)N1CCC[C@@H]21	-15%[0.074 µM]	-7%	-5%	-1%	-4%	?	-7%	?
CC(C)c1ccc(CN2CC(C(=O)O)CC2=O)cc1 (configuration not stated)	-12%	-3%	-1%	-5%	-12%	-11%	-3%	-5%
O=C(O)C1=NN(c2ccccc2)C(=O)C1	12%[10 µM]	14%	nt	-10%	-22%	-10%	5%	-11%
COCCN(C(=O)CSc1nnc(C)n1Cc1ccccc1)c1c(N)n(CC(C)C)c(=O)[nH]c1=O	14%	-3%	2%	1%	3%	6%	-2%	15%
COc1ccccc1CC(=O)O/N=C(\N)Cc1cccc2ccccc12	1%	-5%	-1%	-2%	5%	-20%	-1%	-15%

Among those listed so far, four contain a Cl atom.
structure	HTT ATP protect	GLA spleen mod	GAA inhib	Tau fibril FP	GAA glycogen	Tau ThT inhib	aGlu spleen mod	Tau fluor counter
CN(C)C=NC(=O)c1cc(C(=O)c2ccccc2Cl)c[nH]1	6%[10 µM]	-8%	-9%	-1%	-29%	-1%	0%	3%
S=c1[nH]nc(-c2ccncc2)n1/N=C/c1cn(-c2ccccc2)nc1-c1ccc(Cl)cc1	-64%[inhibitor][10 µM]	0%	nt	5%	1%	nt	-6%	-20%
C/C(Cl)=C/CSc1nnc2n(N)c(=O)c3ccccc3n12	-3%	-4%	-7%	-4%	5%	-1%	-3%	-10%
O=C1[C@H]2[C@@H](C(=O)N1c1cc(Cl)cc(Cl)c1)[C@]1(C(=O)Nc3ccccc31)N1CCC[C@@H]21	-15%[0.074 µM]	-7%	-5%	-1%	-4%	?	-7%	?

Continued.
structure	HTT ATP protect	GLA spleen mod	GAA inhib	Tau fibril FP	GAA glycogen	Tau ThT inhib	aGlu spleen mod	Tau fluor counter
COc1ccccc1NC(=O)Nc1cccc(C(=O)O)c1	-28%	1%	-1%	-2%	4%	-13%	0%	-12%
Cc1ccc(/C=N/NC(=O)Cn2ccc(C(F)(F)F)n2)o1	-28%	-7%	-3%	-3%	-14%	-5%	4%	-6%
O=C(Nc1nccs1)c1ccc(COc2ccccc2Br)o1	-4%[10 µM]	0%	-8%	-11%	-11%	-16%	0%	?
NC(=O)Cc1nc(-c2ccc([N+](=O)[O-])cc2)cs1	-15%	0%	-3%	3%	4%	-16%	-6%	-3%
COc1ccc(-c2[nH]nc3nc(-c4cc(OC)c(OC)c(OC)c4)cc(C(=O)O)c23)cc1	nt	nt	nt	?	-19%[76.3 µM]	-17%	nt	-26%
CC(=O)Nc1ccc(-c2csc(Nc3ncccn3)n2)cc1	-22%	-11%	-3%	5%	26%	-17%	2%	-26%
C=CCNC(=S)N(C1CCCCC1)C1CCCCC1	-14%	-7%	-1%	1%	0%	1%	3%	6%
Cc1nc(NCCc2cnc[nH]2)c2oc3ccccc3c2n1	-10%	-5%	-12%	1%	6%	-11%	2%	-4%
COc1ccc2c(c1)c1ccc3c(c1n2C)C(=O)C=CC3=O	-16%[10 µM]	-2%	-5%[15.4 µM]	16µM*	6%	5µM*	2%	3.5µM*[quencher]
Cn1c(=NC(=O)C2=NNC(=O)CC2)sc2ccccc21	19%[10 µM]	-1%	-1%	2%	4%	-6%	-12%	6%
Clc1ccc(CSc2nnc(-c3cccnc3)n2Cc2ccco2)c(Cl)c1	0%	14%	-6%	2%	-3%	?	15%	2%
CN(C)N1C(N)=C(C#N)C(c2ccccc2)C2=C1CCCC2=O (configuration not stated)	-25%	-5%	-3%	0%	-26%	-1%	-14%	-6%
COC(=O)C(NC(C)=O)(Nc1ccccc1)C(=O)OC	13%	-1%	-12%	?	2%	-27%	-7%	-9%
C[C@H](O/N=C1/[C@H]2O[C@@H]2[C@@H](O)[C@H]2[C@H]1CCn1c(=O)n(-c3ccccc3)c(=O)n12)c1cn([C@H](CO)Cc2ccccc2)nn1	14%&-4%[10 µM]	3%&-8%[17.5 µM]	nt	-1%&-1%[11.6 µM]	nt	-6%&-3%[11.5 µM]	6%&-5%[17.4 µM]	-7%&3%[11.6 µM]
Cc1ccc(-n2c(C)cc(/C=C3/C(=N)N4C(c5ccccc5)=CSC4=NC3=O)c2C)cc1	-31%[10 µM]	8%	-9%	2%	9%	?	-2%	-12%
O=C(c1cccc(S(=O)(=O)N2CCCC2)c1)N1CCCc2ccccc21	-14%	-13%	?	-3%	2%	4%	-18%	-1%
N#Cc1cccc(NC(=O)CN2NS(=O)(=O)c3ccccc3C2=O)c1	12%[10 µM]	6%	-3%	0%	-10%	-7%	2%	-11%
C#CCOCCOCCOCCNc1nc(N2CCOCC2)nc(N2CCN(C(=O)[C@H](CCC(=O)O)n3cc(C(N)Cc4ccc(O)cc4)nn3)CC2)n1 (some centres not stated)	-1%[10 µM]	0%	nt	5%	11%	3%	-1%	1%
CN(C(=O)Nc1ccc(C(C)(C)C)cc1)C1CCCCC1	-11%[10 µM]	6%	nt	3%	8%	-9%	1%	-9%
O=C(NC1CC1)C1=C[C@H](c2ccc(Br)cc2)C[C@H](OCc2ccc(CO)cc2)O1	5%[10 µM]	-3%	nt	4%	-3%	-5%	-2%	3%
C=C(C)CSc1[nH]c(=O)cc(C)c1C#N	23%[10 µM]	4%	-9%	1%	-8%	-4%	7%	3%
